Screening data as filed in PubChem BioAssay.
TSHR antag: human thyrotropin receptor antagonism; P16473; TSHR-expressing cells, TSH-stimulated cAMP HTRF, 2 h; stronger effect = lower value; hit rate 0.2% among 330,000; activity change, negative = inhibition, % at 11.5 µM;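 active = activity change below a set negative limit, meaning inhibition stronger than a set level, cut at about -70% in these data; inconclusive = activity change between two set negative limits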; note: % is set by controls: 0 for no effect and ±100 for the full control effect
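Cell-based HTRF cAMP assay; TSHR cells + compound, TSH EC80 (4nM final), 2 h, 37 deg C. Lysis with anti-cAMP cryptate and cAMP-d2, 30 min RT, read 665/620 nm.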
Eya2 inh: blocks the phosphatase activity of human Eya2 | O00167 | AID 488837 | Potency, µM (doses to about 76.9 µM), inactives show top-dose activity, negative = inhibition, hits mostly inhibitors | recombinant Eya2, OMFP fluorescence dephosphorylation (OMFP is methylfluorescein phosphate) | hit rate 0.006% among 330,000; note: potency is the fitted concentration of half-maximal effect; % is set by controls: 0 for no effect and ±100 for the full control effect
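Eya2 protein (added as 0.2 uM solution) was preincubated with compound for 10 min at ambient temperature in 50 mM HEPES pH 7.5, 50 mM NaCl, 5 uM MgCl2, 0.05% BSA, 1 mM DTT. OMFP (added at 50 uM) then reacted 10 min; fluorescence read at 485/525 nm.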
PKM2 act: increases activity of human pyruvate kinase M2; P14618; purified PKM2, Kinase-Glo ATP luminescence, activation; response scale: 0% is enzyme alone, no compound; Potency, µM (series often up to 57.5 µM), without a hit: at the highest dose activation, actives largely listed as activators; hit rate 0.34% among 260,000; note: potency is the fitted concentration of half-maximal effect; % is set by controls: 0 for no effect and ±100 for the full control effect; nearly all actives have a fitted effect of over 55% in size
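ATP formation by purified human PK-M2, quantified via coupled luciferase luminescence after 1 h at room temperature with 0.1 mM ADP and 0.5 mM PEP final.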
USP2a inh: blocks human ubiquitin-specific protease USP2a; USP2 core, Ub-CHOP2 coupled fluorogenic reporter, 485/531; Potency, µM (highest dose often 38.3 µM), without a hit: at the highest dose activity change, negative = inhibition, usual class: inhibitors; hit rate 0.01% among 330,000; AID 463254;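 note: potency is the fitted concentration of half-maximal effect; plate controls were DMSO wells for no effect and full inhibition by NEM control for full effect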
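Deubiquitinase activity read as fluorescence (485/531 nm) after Ub-CHOP2 cleavage activates the enterokinase reporter on its substrate; USP2 core 10nM, Ub-CHOP2 and substrate 25nM each, 30min compound preincubation then 60min RT; data normalized to NEM, curves fitted.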
GALK inhibitor: inhibitors of human galactokinase; hit rate 0.007% among 270,000; AID 1868; P51570; Purified GALK, Kinase-Glo residual ATP luminescence; Potency, µM (series often up to 57.5 µM), for the others: top-dose activity change, negative = inhibition, usual class: inhibitors; note: potency is the fitted concentration of half-maximal effect; % is set by controls: 0 for no effect and ±100 for the full control effect
Target sequence (P51570 whole entry, looked up): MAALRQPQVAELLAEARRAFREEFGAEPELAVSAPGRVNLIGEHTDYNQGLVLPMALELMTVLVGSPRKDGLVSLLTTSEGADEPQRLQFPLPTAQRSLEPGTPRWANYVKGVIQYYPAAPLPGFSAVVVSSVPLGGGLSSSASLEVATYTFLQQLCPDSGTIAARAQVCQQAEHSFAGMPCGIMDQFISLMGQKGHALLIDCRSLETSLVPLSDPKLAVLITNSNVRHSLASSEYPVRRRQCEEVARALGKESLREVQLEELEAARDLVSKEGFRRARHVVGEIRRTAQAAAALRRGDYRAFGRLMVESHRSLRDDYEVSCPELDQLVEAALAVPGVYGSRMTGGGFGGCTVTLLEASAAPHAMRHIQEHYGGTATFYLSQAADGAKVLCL
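ATP-depletion format; final 35 uM ATP, 100 uM D-galactose, 5 nM enzyme; pH 8.0 HEPES/Mg2+ buffer; 60 min RT; luminescence read 10 min after detection reagent.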
Mito fusion act: blocks mitochondrial division or promotes mitochondrial fusion | S. cerevisiae fusion-defective mutant growth rescue, CellTiterGlo 48 h | Potency, µM (titrated, usually from 46.1 µM), for inactives: top-dose growth rescue (activation), most hits filed as activators | hit rate 0.23% among 320,000 | AID 485298;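 note: potency is the fitted concentration of half-maximal effect; % of control where 0% means no effect; nearly all actives have a fitted effect of over 45% in size; temperature-sensitive fusion mutants such as fzo1-1 at 37 °C on non-fermentable ethanol glycerol medium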
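Growth-rescue viability read-out: after 48 h at the non-permissive 37C in glycerol/ethanol YPEG, yeast mitochondrial fusion mutants are measured by CellTiterGlo luminescence; compounds (23 nl pinned per well) restoring growth score as division inhibitors or fusion activators.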
MBNL1-CUG inh: MBNL1-poly(CUG) RNA binding inhibition; Potency, µM (highest dose often 57.5 µM), inactives show at the highest dose activity change, negative = inhibition, hits mostly inhibitors; hit rate 0.036% among 280,000; TR-FRET MBNL1-His/biotin-(CUG)12 binding, 665/545 ratio; Q9NR56; active = well fitted inhibition curve with a large enough effect in the signal ratio, with a control signal flat, not every such curve was filed as active; inconclusive = small, poorly fitted or top-dose-only effect, or effect the other way, or a change in a side signal; inactive = no such curve, though single readings can be large or run the other way; the % refers to the signal ratio; note: potency is the fitted concentration of half-maximal effect; % is set by controls: 0 for no effect and ±100 for the full control effect
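Inhibition of protein-RNA binding appears as loss of TR-FRET between terbium anti-His antibody on MBNL1-His and streptavidin-XL665 on biotin-(CUG)12. Activity is normalized to buffer-only and uninhibited-complex controls.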
Chronic BCR inh: inhibitors of chronic active B-cell receptor signaling | ABC-DLBCL IkBa-CBG/CBR reporter, luminescence ratio, 4 h | Potency, µM (doses to about 46.1 µM), inactives show at the top dose ratio change, negative = lower green/red ratio, hits mostly inhibitors | hit rate 0.05% among 340,000 | AID 493014; active = well fitted inhibition curve with a large enough effect in the signal ratio, with a control signal flat, not every such curve was filed as active; inconclusive = small, poorly fitted or top-dose-only effect, or effect the other way, or a change in a side signal; the % refers to the signal ratio;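 note: potency is the fitted concentration of half-maximal effect; plate controls were basal doxycycline-induced cells for no effect and cells given 10 µM MG132 for full effect; MG132 reads +100%, hits lower the ratio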
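TMD8 ABC-DLBCL cells carrying doxycycline-inducible green luciferase fused to IkappaBalpha plus unfused red luciferase were exposed to compounds (up to 46 uM) for 4 hrs at 37C. Activity came from the overlap-corrected green/red luminescence ratio.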
Menin-MLL TR inh: menin-MLL binding inhibition, Texas Red mutant peptide. O00255. Menin + Texas Red MLL mutant peptide, fluorescence polarization. Potency, µM (top dose mostly 61.6 µM), inactives show top-dose FP activity change, negative = inhibition, hits mostly inhibitors. hit rate 0.23% among 270,000. AID 1768; active = well fitted inhibition curve with a large enough effect in the polarisation, with a control signal flat, not every such curve was filed as active; inconclusive = small, poorly fitted or top-dose-only effect, or effect the other way, or a change in a side signal; inactive = no such curve, though single readings can be large or run the other way; the % refers to the polarisation; note: potency is the fitted concentration of half-maximal effect; % of control where 0% means no effect; many of its hits are not listed in these tables
ASM inhibitor: inhibitors of human secretory acid sphingomyelinase | hit rate 0.006% among 340,000 | Potency, µM (highest dose often 57.5 µM), inactives show at the highest dose activity change, negative = inhibition, most hits filed as inhibitors | placental ASM, HMU-PC fluorogenic substrate, 60 min | P17405; note: potency is the fitted concentration of half-maximal effect
Target sequence (P17405 47-631 limits assumed): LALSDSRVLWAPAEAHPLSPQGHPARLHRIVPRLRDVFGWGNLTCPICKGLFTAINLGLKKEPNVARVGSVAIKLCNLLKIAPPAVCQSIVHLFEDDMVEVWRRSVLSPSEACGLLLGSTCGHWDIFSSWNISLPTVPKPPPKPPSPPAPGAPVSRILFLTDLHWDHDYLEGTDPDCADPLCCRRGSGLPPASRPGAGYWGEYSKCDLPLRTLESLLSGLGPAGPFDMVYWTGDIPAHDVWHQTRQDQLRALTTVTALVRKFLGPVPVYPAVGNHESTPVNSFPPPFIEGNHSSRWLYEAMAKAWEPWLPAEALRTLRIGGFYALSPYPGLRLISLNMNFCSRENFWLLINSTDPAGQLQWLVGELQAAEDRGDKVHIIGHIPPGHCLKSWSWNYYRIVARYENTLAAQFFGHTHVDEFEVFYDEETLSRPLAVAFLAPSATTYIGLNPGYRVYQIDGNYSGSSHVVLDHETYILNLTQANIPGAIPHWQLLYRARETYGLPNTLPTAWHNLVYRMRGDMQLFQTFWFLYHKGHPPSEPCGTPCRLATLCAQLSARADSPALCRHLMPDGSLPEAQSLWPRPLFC
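Steps: dispense placental human ASM, pin compound, wait 10 min at room temperature, add HMU-PC0 substrate at 9 uM final, incubate 60 min at 37 °C, add stop solution raising pH to 10, read fluorescence.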
hERG WT inh: blocks the wildtype human KCNH2 potassium channel | activity change, % at 1.84 µM | U2OS, BacMam KCNH2, thallium flux FluxOr; stronger effect = lower value | Q12809 | hit rate 0.37% among 340,000;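 active = maximum activity change below -70%; inconclusive = maximum activity change between -70% and -50%; inactive = maximum activity change above -50%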; note: % is set by controls: 0 for no effect and ±100 for the full control effect
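U2OS cells transduced with wild-type KCNH2 virus are loaded with FluxOr dye for 45 min, and thallium flux is measured in kinetic reads before and after stimulation buffer. Rate constants are normalized to DMSO controls.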
The depositor's hits bear a star; ? = inconclusive; . = no result given; [ ] = remark or other dose. Unless noted, calls come from the whole dose curve; as a rule, active = well fitted curve in the direction sought with a large enough effect; inconclusive = small, poorly fitted or top-dose-only effect, or another doubt; inactive = no such curve, though single readings can be large; an effect the other way counts as inactive or inconclusive. These rows are one share of the data; rates above refer to the full screens.

SMILES	TSHR antag	Eya2 inh	PKM2 act	USP2a inh	GALK inhibitor	Mito fusion act	MBNL1-CUG inh	Chronic BCR inh	Menin-MLL TR inh	ASM inhibitor	hERG WT inh
Cc1cccc(OCCCC(=O)Nc2ccc(N3CCOCC3)cc2)c1	-14	7%	-1%	0%	-2%	8%	-3%	?	0%	-1%	-13
C/C(=N\NC(=O)CSc1nc2nc(C)cc(C)n2n1)c1ccccc1	.	.	0%	.	-1%	-5%	5%	.	-13%	-1%	-16
NC(=O)NC(=O)CSc1nnc(-c2ccco2)n1Cc1ccccc1	-1	2%	-2%	3%	-3%	1%	-7%	8%	-1%	3%	-19
COc1ccc(C(=O)Nc2ccccc2C(=O)NCC2CCCO2)cc1 (stereo not drawn)	7	-2%	-7%	-2%	3%	3%	-5%	?	1%	.	-6
COc1ccc(/C=C/C(=O)NCCN2CCOCC2)cc1OC	22	4%	8%	9%	-2%	-2%	9%	-2%	-14%	3%	.
Cc1cc(N2CC(=O)N(CCc3ccccc3)C(=O)C2)n2ncnc2n1	.	.	-2%	.	-1%	-2%	-2%	.	-4%	1%	-1
CC(C)(C)NC(=O)c1ccc(Sc2ccccc2)c([N+](=O)[O-])c1	-17	-20%	1%	3%	-1%	30%	40%[activator]	?	13%	-3%	4
CC(C)Cn1c(N)c(C(=O)COC(=O)c2cccc(F)c2)c(=O)n(C)c1=O	-1	6%	3%	-2%	-2%	-7%	-2%	-1%	39%[activator]	-6%	-5
OC(COc1ccccc1)CN1C2=NCCCN2c2ccccc21 (stereo not drawn)	-2	7%	-2%	3%	-3%	-4%	7%	5%	-2%	-3%	9
CN(C(=O)c1ccc(NC(=O)Cc2ccc(NC(=O)C3CCCN(C(=O)CCc4ccccc4)C3)cc2)cc1)C1CC1 (stereo not drawn)	9	4%	.	1%	.	1%	.	1%	.	-1%	1

Filtered by structure, those above with nitrogen in an aromatic ring
SMILES	TSHR antag	Eya2 inh	PKM2 act	USP2a inh	GALK inhibitor	Mito fusion act	MBNL1-CUG inh	Chronic BCR inh	Menin-MLL TR inh	ASM inhibitor	hERG WT inh
C/C(=N\NC(=O)CSc1nc2nc(C)cc(C)n2n1)c1ccccc1	.	.	0%	.	-1%	-5%	5%	.	-13%	-1%	-16
NC(=O)NC(=O)CSc1nnc(-c2ccco2)n1Cc1ccccc1	-1	2%	-2%	3%	-3%	1%	-7%	8%	-1%	3%	-19
Cc1cc(N2CC(=O)N(CCc3ccccc3)C(=O)C2)n2ncnc2n1	.	.	-2%	.	-1%	-2%	-2%	.	-4%	1%	-1
CC(C)Cn1c(N)c(C(=O)COC(=O)c2cccc(F)c2)c(=O)n(C)c1=O	-1	6%	3%	-2%	-2%	-7%	-2%	-1%	39%[activator]	-6%	-5

Continuation.
SMILES	TSHR antag	Eya2 inh	PKM2 act	USP2a inh	GALK inhibitor	Mito fusion act	MBNL1-CUG inh	Chronic BCR inh	Menin-MLL TR inh	ASM inhibitor	hERG WT inh
Cc1cc(C(=O)NC2CCCc3ccccc32)c(C)o1 (stereo not drawn)	-9	-4%	1%	4%	-3%	4%	-3%	15%	6%	1%	-1
Cc1cc(NC(=O)COC(=O)c2ccc(F)c(S(=O)(=O)N3CCOCC3)c2)no1	2	-4%	-1%	0%	-2%	-6%	-7%	7%	-7%	0%	9
CN(CC(=O)Nc1ccc(S(=O)(=O)N2CCCC2)cc1)Cc1ccc(Cl)c(Cl)c1	-2	-4%	-2%	-1%	-2%	?	.	-1%	0%	-3%	5
CCc1nc2ccccc2c(C(=O)OCC(=O)NC2CCCC2)c1C	-3	5%	.	2%	.	.	.	6%	.	-1%	1
CCc1ccc(CN(C)C(=O)C2CCC(=O)N(CC3CCCCC3)C2)cc1 (stereo not drawn)	-42	-6%	-2%	1%	-6%	2%	-6%	1%	-10%	.	5
CC(C)(C)c1ccc(S(=O)(=O)Nc2ccc(Cc3ccncc3)cc2)cc1	-10	-12%	1%	-5%	0%	4%	.	?	17%	0%	-24
CC(C)OC(=O)c1c(NC(=O)c2cnn3c2NC(c2ccccc2)CC3C(F)F)sc2c1CCCC2 (stereo not drawn)	0	-17%	0%	0%	2%	3%	3%	2%	-1%	.	.
Cc1c(C(=O)N/N=C/c2cccnc2)sc(N)c1C#N	6	-8%	.	5%	0%	5%	15%	?	?	1%	13
O=C(Nc1nnc(S(=O)(=O)N2CCOCC2)s1)c1ccccc1	-2	13%	-7%	-1%	.	5%	-1%	?	18%	3%	-5
O=C(OCCOc1ccccc1)c1cc(S(=O)(=O)N2CCOCC2)ccc1Cl	54	2%	.	-1%	.	1%	.	-2%	.	-1%	4
CCOC(=O)CN(C)C(=O)CCc1nnc(-c2ccsc2)o1	0	-1%	-4%	0%	0%	-1%	26%	4%	38%[activator]	1%	-12
CSc1nc(N)nc2c1ncn2CC(=O)NCc1ccc2[nH]ccc2c1	2	-9%	.	1%	.	.	.	-7%	.	4%	8
NC(=O)c1cc2ccccc2o/c1=N/NC(=O)c1cccc(F)c1	31	-6%	.	-2%	1%	5%	?	3%	.	-5%	-1
COc1ccc(C(=O)OCCCOC(=O)c2ccc(OC)cc2OC)c(OC)c1	-5	2%	3%	4%	-1%	0%	-3%	-3%	.	-2%	-1
COCCCNC(=S)Nc1ccc(CC(=O)O)cc1	7	8%	14%	-2%	0%	2%	-26%	?	-14%	10%	-7
Nc1ccc(OC(=O)Nc2ccc(O)cc2)cc1	5	?	21%	-5%	0%	-7%	8%	?	-10%	2%	9
CCOC(=O)C1CCN(CCC(=O)Nc2ccccc2Cl)CC1	-1	-5%	2%	-1%	2%	-2%	-9%	-4%	1%	-2%	18
O=C1N(Cc2cccc(Cl)c2)C[C@@H]2C[C@@H](c3ccc4nonc4c3)N3CCC[C@@]123	-1	-13%	15%	0%	0%	11%	-11%	?	-6%	-1%	18
COc1ccccc1-c1c(-c2ccc(OCC(=O)NN)cc2O)n[nH]c1C(F)(F)F	2	-7%	-8%	-3%	2%	0%	.	5%	15%	-1%	-1
Cc1cccc(NC(=O)C2CCN(C(=O)c3ccco3)CC2)c1C	-9	-4%	0%	1%	6%	5%	-6%	11%	1%	3%	-7
CC(=O)Nc1cc(C(=O)OCC(=O)c2ccccc2)ccc1C	7	4%	-16%	5%	1%	2%	-10%	-10%	-14%	-6%	-6
COc1cc(OC)c(S(=O)(=O)Nc2ccc(C(=O)N3CCCC3)cc2)cc1NC(C)=O	-4	-1%	-9%	0%	-1%	6%	-1%	0%	-18%	-2%	13
O=C(NCc1cccs1)C(=O)NCC(c1ccco1)N1CCN(c2ccc(F)cc2)CC1 (stereo not drawn)	-1	-4%	-7%	-1%	8%	2%	-11%	-13%	-2%	5%	0
Cc1c(Nc2nc(-c3ccccc3)cs2)c(=O)n(-c2ccccc2)n1C	1	-18%	8%	0%	1%	10%	-5%	0%	-11%	7%	-4
N#Cc1ccc(C(=O)OCCc2cc3ccccc3c(=O)o2)cc1	-5	19%	.	0%	.	10%	.	-5%	.	-1%	.
Cc1ccc(C(=O)CC(=O)c2ccccc2C)c(O)c1	1	-8%	.	-2%	.	-4%	1%	-3%	10%	5%	-10
Cc1ccc(C(=O)N2CC=C(c3ccccc3)CC2)s1	-15	11%	.	-1%	.	7%	.	9%	.	-1%	0
Clc1cc(Br)ccc1OCCOCCN1CCCC1	-12	1%	3%[11.5 µM]	-1%	4%	-14%	-9%	-8%	1%	-2%	23
COCCCNC(=O)Cc1c(C)c2c(cc(C)c3c(C)c(C)oc32)oc1=O	-1	5%	.	2%	5%	3%	1%	2%	?	118%[activator]	-9
NC(=O)c1ccsc1NC(=O)COC(=O)c1cccnc1Cl	-12	-12%	.	-2%	.	.	.	-7%	.	2%	2
CCc1cccc(C)c1NC(=S)N(CCN(C)C)C(C)c1ccco1 (stereo not drawn)	0	2%	-2%	-4%	7%	-4%	-3%	?	.	1%	2
